KCNQ2 block: KCNQ2 channel blockers in CHO-K1 cells – cell-based, FluxOR thallium flux, B-score, primary screen (AID 2156); O88943; 20 min; stronger effect = lower value; B-score at 10 µM; 1.1% of 310,000 active;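 active means fluorescence ratio B-score at most minus 3 library SDs, with starting brightness B-score within 2 library SDs, cut at about -5.5 in these data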
Kir21 block: blocks the mouse Kir2.1 inward-rectifier potassium channel; P35561; HEK293-Kir2.1, FluxOR thallium flux fluorescence; stronger effect = lower value; B-score at 10 µM; 0.85% of 310,000 active; AID 1672;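 active means fluorescence ratio B-score at or below minus 3 SD of library scores, with starting-brightness B-score within 2 SD, cut at about -4.2 in these data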;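 further: channel flux triggered by added potassium and thallium sulfate stimulus; B-score of peak minus minimum fluorescence over baseline after thallium stimulus; more negative B-score means stronger Kir2.1 block with less thallium influx; some compounds called inactive have numbers as strong as hits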
Target sequence (P35561 whole entry, looked up): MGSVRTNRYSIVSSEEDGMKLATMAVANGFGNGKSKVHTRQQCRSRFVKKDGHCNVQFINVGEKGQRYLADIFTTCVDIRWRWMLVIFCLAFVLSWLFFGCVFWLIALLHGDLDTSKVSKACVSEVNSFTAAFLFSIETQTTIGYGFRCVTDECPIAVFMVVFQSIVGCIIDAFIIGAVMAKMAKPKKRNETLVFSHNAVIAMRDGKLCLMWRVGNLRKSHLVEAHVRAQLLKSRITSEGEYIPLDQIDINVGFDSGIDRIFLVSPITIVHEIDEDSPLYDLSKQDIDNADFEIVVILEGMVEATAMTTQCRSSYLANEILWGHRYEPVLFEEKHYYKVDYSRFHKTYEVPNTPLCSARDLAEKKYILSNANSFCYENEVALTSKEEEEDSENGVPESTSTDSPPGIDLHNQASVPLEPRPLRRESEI
CHT inh: inhibits the human high affinity choline transporter; Q9GZV3; CHT-expressing cells, membrane potential dye, choline response; stronger effect = lower value; B-score at 10 µM; 0.86% of 310,000 active;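 active means B-score over 3 SD under the library average, and starting fluorescence ratio not unusually high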;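 further: choline stimulus applied at its EC90 after an EC20 pre-addition; B-score computed on integrated fluorescence ratio after choline addition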
Target sequence (Q9GZV3 whole entry, looked up): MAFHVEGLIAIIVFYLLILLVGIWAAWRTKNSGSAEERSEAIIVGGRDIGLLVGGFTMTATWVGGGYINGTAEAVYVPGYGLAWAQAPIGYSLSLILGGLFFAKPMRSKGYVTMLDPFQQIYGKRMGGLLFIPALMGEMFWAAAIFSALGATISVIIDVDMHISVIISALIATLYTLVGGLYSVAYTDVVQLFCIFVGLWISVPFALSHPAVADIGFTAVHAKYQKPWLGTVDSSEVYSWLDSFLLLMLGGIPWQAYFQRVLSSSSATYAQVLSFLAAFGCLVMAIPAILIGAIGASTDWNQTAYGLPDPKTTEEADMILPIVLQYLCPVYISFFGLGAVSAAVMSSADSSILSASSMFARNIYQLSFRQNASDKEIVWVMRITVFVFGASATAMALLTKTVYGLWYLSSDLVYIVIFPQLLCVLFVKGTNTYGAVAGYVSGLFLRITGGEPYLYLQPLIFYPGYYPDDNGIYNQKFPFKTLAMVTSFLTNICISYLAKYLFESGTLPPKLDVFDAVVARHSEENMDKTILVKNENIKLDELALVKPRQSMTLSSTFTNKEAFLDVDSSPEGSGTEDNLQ
An asterisk follows results filed as active; i = inactive; . = not tested or not shown.

SMILES	KCNQ2 block	Kir21 block	CHT inh
Cc1nc(C)c(C(=O)C2=C(O)C(=O)N(CCN(C)C)C2c2cccs2)s1 (stereo unspecified)	i	2.3	i
CCCc1nc(SCC(=O)N2CCc3ccccc32)c2c(C)c(C)sc2n1	i	0.28	i
COC(=O)c1ccccc1NC(=O)C1CCN(C(=O)N2CCOc3ccccc32)CC1	i	-0.43	i
Cc1cc(NC(=O)CN2CCN(S(=O)(=O)c3ccc4ccccc4c3)CC2)no1	i	-0.62	i
COc1cc2c3c(c1)c(C1=NC(=S)NC1=O)c(O)n3C(C)(C)C=C2C	i	-0.24	i
Cc1ccc(C(=O)Cn2c(-c3ccccc3)noc2=O)cc1	i	-2.3	i
CCOC(=O)c1sc(NC(C)=O)cc1C	i	-1.6	i
CCC(=O)N(Cc1cc2cc(OC)ccc2[nH]c1=O)c1ccc(C)cc1C	i	-1.2	i
N#CC(C(=O)OCc1ccccc1)c1nc2ccccc2nc1N1CCOCC1 (stereo unspecified)	i	0.55	i
COc1ccc(C(=O)N(Cc2ccccc2)Cc2cc3cc4c(cc3[nH]c2=O)OCCO4)cc1	i	-2.3	i
Cc1ccc(NC(=O)COC(=O)C2C3CC4OC(=O)C2C4C3)cc1 (stereo unspecified)	i	0.71	i
COc1cc2ccccc2cc1C(=O)O	i	0.01	i
CCN(CC)CC(O)CCCCCCCCC(=O)OC (stereo unspecified)	i	-1.5	i
Cc1cc(C)c2nc(C(F)(F)F)c(C#N)c(N)c2c1	i	0.84	i
C/C=C(/C(=C/C)c1ccc(O)cc1)c1ccc(O)cc1	i	-4.2	i
Cc1ccc(-c2noc(CCC(=O)NC3CCN(Cc4ccccc4)CC3)n2)cc1	i	-1.1	.
CCSc1nnc(NC(=O)CSc2nnc(CNC(=O)c3ccccc3F)o2)s1	i	-0.27	i
CCOC(=O)N1CCN(C(=O)COc2cccc3c2CCN(Cc2ccccc2F)C3=O)CC1	i	0.33	i
COc1ccccc1NC(=O)CCc1nnc2ccc(N3CCN(C)CC3)nn12	i	2.1	i
CCN(CC)C(=O)CSc1nnc(-c2ccccc2)o1	i	-0.37	i
CC1CCCCN1CCCNC(=O)c1cc(Br)c(Br)[nH]1 (stereo unspecified)	i	0.36	i
Cc1ccc(-c2nnn(CC(=O)N(Cc3ccco3)C(C(=O)NC3CCCC3)c3cccs3)n2)o1 (stereo unspecified)	i	1.2	i
CCc1ccc(NC(=O)CCCN2C(=O)C3CC=CCC3C2=O)cc1 (stereo unspecified)	i	0	i
Cc1ccccc1Nc1nc(N)nc(CSc2n[nH]c(N)n2)n1	i	1.7	i
COc1ccc2c(c1)cc(C(=O)N[C@H](C(=O)N1CCC(C(=O)O)CC1)C(C)C)n2C	i	0.05	i
CCn1cc([N+](=O)[O-])c(C(=O)N2N=C(c3ccc4ccccc4c3)CC2c2cc(Br)ccc2O)n1 (stereo unspecified)	i	-2.1	i
Cc1ccc(C(=O)NCC(=O)N2CCC3(CC2)NCCc2[nH]cnc23)cc1C	i	-0.16	i
COc1ccc(/C=N/n2cnnc2)cc1Cn1nc(C)c([N+](=O)[O-])c1C	i	0.08	i
COCc1cc(=O)[nH]c(Nc2nc(C)c3ccccc3n2)n1	i	0.55	i
CC1=CC2=NC(=O)/C(=C\c3cccn3CCOc3ccc(C)c(C)c3)C(=N)N2O1	i	-1.2	i

Copied from the list:
COc1ccc(/C=N/n2cnnc2)cc1Cn1nc(C)c([N+](=O)[O-])c1C in Kir21 block: 0.08
CCn1cc([N+](=O)[O-])c(C(=O)N2N=C(c3ccc4ccccc4c3)CC2c2cc(Br)ccc2O)n1 (stereo unspecified) in Kir21 block: -2.1
Cc1ccc(-c2nnn(CC(=O)N(Cc3ccco3)C(C(=O)NC3CCCC3)c3cccs3)n2)o1 (stereo unspecified) in Kir21 block: 1.2
CCc1ccc(NC(=O)CCCN2C(=O)C3CC=CCC3C2=O)cc1 (stereo unspecified) in Kir21 block: 0
CC1CCCCN1CCCNC(=O)c1cc(Br)c(Br)[nH]1 (stereo unspecified) in Kir21 block: 0.36
Cc1ccc(C(=O)NCC(=O)N2CCC3(CC2)NCCc2[nH]cnc23)cc1C in Kir21 block: -0.16
COc1ccc2c(c1)cc(C(=O)N[C@H](C(=O)N1CCC(C(=O)O)CC1)C(C)C)n2C in Kir21 block: 0.05

Other records follow.
SMILES	KCNQ2 block	Kir21 block	CHT inh
CCCCNC(=O)c1cc2cc(OC)ccc2[nH]1	i	-0.14	i
Cn1cnc(S(=O)(=O)N2CCN(c3cccc(Cl)c3)CC2)c1	i	-0.77	i
COc1ccc(NC(=O)Nc2ccc3nc(C)c(C)nc3c2)cc1	i	0.69	i
Cc1ccc(Nc2nc(C(=O)N3CCC(C(=O)NCc4ccccc4)CC3)cs2)cc1	i	-0.03	i
COCc1cc(C)nc(OCC(=O)N/N=C\c2cc(C)n(-c3cccc(C(F)(F)F)c3)c2C)c1C#N	i	1.3	i
O=C(O)C1CC(=O)N(Cc2ccc3c(c2)OCO3)C1 (stereo unspecified)	i	0.14	i
Cc1ccc(NC2=C(Cl)C(=O)OC2OC(=O)c2ccco2)cc1 (stereo unspecified)	i	0.11	i
C/C(=N\OCc1nc2ccccc2c(=O)n1/N=C/c1cc([N+](=O)[O-])ccc1O)c1ccccc1	i	-0.92	i
C/C(=N\NS(=O)(=O)c1ccccc1)c1ccc2c(c1)OCCO2	i	0.5	i
O=C(Cc1ccccc1)NC(NC(=O)Cc1ccccc1)c1cccc([N+](=O)[O-])c1	i	-0.01	i

3 entries from above, ordered by their value in Kir21 block, rising:
SMILES	KCNQ2 block	Kir21 block	CHT inh
C/C=C(/C(=C/C)c1ccc(O)cc1)c1ccc(O)cc1	i	-4.2	i
CCOC(=O)N1CCN(C(=O)COc2cccc3c2CCN(Cc2ccccc2F)C3=O)CC1	i	0.33	i
COCc1cc(C)nc(OCC(=O)N/N=C\c2cc(C)n(-c3cccc(C(F)(F)F)c3)c2C)c1C#N	i	1.3	i

(list continues)
SMILES	KCNQ2 block	Kir21 block	CHT inh
CN(C(=S)NC(=O)c1ccc(Br)o1)c1ccccc1	i	0.53	i
O=C(NC1CCCc2ccccc21)C(Cc1ccccc1)NS(=O)(=O)c1cccs1 (stereo unspecified)	i	-0.27	i
CCN(CC(=O)NCc1ccc(Cl)cc1)C(=O)CSc1ccccc1F	i	1.1	i
CCC1(c2ccc(F)cc2)NC(=O)N(CC(=O)Nc2cccc(S(=O)(=O)N3CCCCC3)c2)C1=O (stereo unspecified)	i	-0.62	i
CC(/C=C1\N=C(SCc2ccccc2Cl)SC1=O)=C\c1ccccc1	i	0	i
COc1cccc(C=Nc2cccnc2)c1O	i	1.2	i
O=S(=O)(N/N=C\c1ccccc1O)c1ccc(Cl)cc1	i	-0.42	i
O=C(Nc1ccccc1C(=O)N1CCCC1)c1ccc(Cl)c([N+](=O)[O-])c1	i	0.38	i
Cc1cc2c(=O)[nH]cnc2s1	i	-0.99	i
CCOC(=O)c1c(NC(=O)CSc2c[nH]c3ccccc23)sc2c1CCCC2	i	-0.32	i
CCOC(=O)C1(Cc2cccc(OC)c2)CCN(Cc2ccc3c(c2)OCCO3)CC1	i	-1.5	i
Cc1ccc(NC(=S)Nc2ccc(S(=O)(=O)N3CCOCC3)cc2)cc1S(=O)(=O)N1CCOCC1	i	0.87	i
COc1cc2[nH]c(=O)n(CCC(=O)NCCC(C)C)c(=O)c2cc1OC	i	0.04	i
COc1ccc(-c2c[n+](CC(=O)c3cccs3)c3n2CCC3)cc1	i	1.1	i
COc1cccc(/C=N/Nc2ncnc3c2[nH]c2ccc(C)cc23)c1OC	i	0.58	i
CC(CCc1ccccc1)NCC(O)c1cccc([N+](=O)[O-])c1 (stereo unspecified)	i	-1.6	i
CC(=O)NC12CC3CC(C1)CC(C(=O)Oc1ccc(N(C)S(=O)(=O)c4cc(C)ccc4C)cc1)(C3)C2	i	1.1	i
COc1cccc(C2=NOC(C(=O)N3CCc4ccccc4C3)C2)c1 (stereo unspecified)	i	-0.02	i
COc1cc(C(=O)NCC(=O)NCCSc2ccc(Br)cc2)cc(OC)c1OC	i	0.6	i
CCN(CC(=O)NCc1ccc(F)cc1)C(=O)/C=C/c1cccs1	i	-0.22	i
C/C=C\C=C/C(=O)Nc1cccc(C2=NOC3(C2)C[C@@H](C(N)=O)N(C(=O)c2ccccc2)C3)c1 (stereo partly specified)	i	0.27	i
COc1ccc(NC(=S)c2ccncc2)cc1	i	0.41	i
CC(C)C[C@@H](COc1ccccc1)N1CCN(C)CCC1=O	i	-1	i
CCC(C)NC(=O)Cn1nc(Cc2ccncc2)c2ccccc2c1=O (stereo unspecified)	i	-0.01	i
Cc1ccc(C)c(C(=O)COC(=O)c2ccccc2N2C(=O)C3C4CCC(C4)C3C2=O)c1 (stereo unspecified)	i	-0.45	i
O=C1CCCc2ccccc2N1Cc1ccc(Cl)cc1	i	-1.3	i
COc1c(Cl)cc(C(=O)Nc2ccccc2C(=O)O)cc1Cl	i	0.04	i
CCC(=O)Nc1ccc(NC(=S)NC(=O)Cc2ccccc2)cc1	i	1.2	i
COc1ccc(O)c(C=Nc2cc(NC(C)=O)c(Cl)cc2Cl)c1	i	-0.02	i
Cc1ccc(S(=O)(=O)N2CCN=C2SCc2cccnc2)cc1	i	-4.8*	i
N#CC(c1ccc(Cl)cc1)c1ccc2c(C(F)(F)F)cc(C(F)(F)F)nc2n1 (stereo unspecified)	i	-2.1	i
CCOC(=O)c1cc2c(C)nn(-c3ccccc3)c2s1	i	0.48	i
O=C(c1ccc(CNS(=O)(=O)c2cccc(Cl)c2)cc1)N1CCCC1	i	0.04	i
O=c1[nH]c(NCCO)nnc1Cc1ccccc1	i	-0.98	i
O=C(CCCn1cnc([N+](=O)[O-])n1)Nc1ccc(Cl)cc1Cl	i	-0.04	i
Cc1nc(NC(=S)Nc2ccccc2)sc1C	i	0.34	i
NS(=O)(=O)c1ccc(NCc2ccccc2OCc2ccc(F)cc2)cc1	i	-3.3	i
CCOC(=O)C1CCN(C(=O)c2cc3cc4ccc(OC)cc4nc3o2)CC1	i	-0.18	i
Cc1ccc(NC(=O)C2CC(=O)N(c3ccc4c(c3)OCCO4)C2)cc1S(=O)(=O)N1CCCCCC1 (stereo unspecified)	i	-0.57	i
COCCn1c(SCC(=O)NC2CCCCC2)nc2c(c1=O)SCC2	i	-0.1	i
COc1cccc(OCCCn2cc(/C=C3/C(=N)N4C=C(C)SC4=NC3=O)c3ccccc32)c1	i	-0.24	i
O=[N+]([O-])c1ccc(CSc2nnc(-c3cccnc3)o2)cc1	i	1.1	i
CC(C)C[C@H]1CN=C(Nc2ccccc2)N1CCC1CCCC1	i	-1.9	i
CC1CC1c1ccc(/C=C(\C#N)C(=O)Nc2cccc(Cl)c2Cl)o1 (stereo unspecified)	i	-0.16	i
COC(=O)c1ccc(NC(=O)c2cccc(C)c2[N+](=O)[O-])cc1	i	-0.5	i
Cc1cccnc1NC(=O)Nc1cccc(Cl)c1	i	0.1	i
CNC(=S)N(CCc1c(C)[nH]c2ccc(Cl)cc12)Cc1cccnc1	i	-1.8	i
COCCOc1ccc(C(F)(F)F)cc1NC(=O)COC(=O)C1=COCCO1	i	0.44	i
Cc1ccc2c(c1)NC(=O)C(CC(=O)NCCCN1CCCCC1C)O2 (stereo unspecified)	i	0.19	i
O=C(CNCc1ccco1)Nc1cccc(S(=O)(=O)N2CCCCC2)c1	i	-0.05	i

(listing goes on)
SMILES	KCNQ2 block	Kir21 block	CHT inh
Cn1c(N2CCN(C(=O)NC34CC5CC(CC(C5)C3)C4)CC2)nc2ccccc21	i	0.25	i
FC(F)Oc1ccccc1NC(=S)Nc1cccnc1	i	-1.1	i
O=C(NCCOc1ccc(F)cc1)C1CCN(S(=O)(=O)c2ccccc2)CC1	i	0.06	i
Clc1cccc(Sc2ccc(-c3ccccn3)s2)c1	i	-1.3	i
CCOCCCNC(=O)c1ccc2c(c1)ncn2-c1ccc(CC)cc1	i	1.2	i
Cc1onc(-c2c(Cl)cccc2Cl)c1C(=O)NC(=S)Nc1sc2c(c1C(N)=O)CCC(C)C2 (stereo unspecified)	i	-1	i
Cc1ccc(C(=O)O)cc1NC(=O)Nc1cccc2ccccc12	i	0.13	i
COc1cccc(CNC(=O)CCS(=O)(=O)c2ccc3c(c2)oc(=O)n3C)c1	i	1.4	i
CN1C(=O)C(C)(C)c2cc(S(=O)(=O)N3CCN(c4ccccc4F)CC3)ccc21	i	-0.56	i
CCCCc1ccc(NC(=O)CSCc2cc(=O)[nH][nH]2)cc1	i	0.41	i
O=C(Nc1nc(-c2ccccc2)cs1)c1cccc(S(=O)(=O)N2CCN(Cc3ccccc3)CC2)c1	i	-3.7	i
Cc1ccc(C2C(C(=O)c3cc4ccccc4o3)=C(O)C(=O)N2c2cc(C)on2)cc1 (stereo unspecified)	i	0.02	i
CC(=O)N1N=C(c2ccc(C)cc2)OC1c1ccc(C)cc1 (stereo unspecified)	i	-0.42	i
Cc1cc(C)cc(NC(=O)C2CC3CCC2C3)c1 (stereo unspecified)	i	0.41	i
Cc1cc(/C=C(\C#N)C(=O)NCc2cccs2)c(C)[nH]1	i	1.1	i
CCCc1cc(=O)[nH]c(/N=C(/NC(=O)c2ccccc2)Nc2ccc3c(c2)OCCO3)n1	i	-0.1	i
O=C1COc2ccc(C(=O)COC(=O)c3cnc(Cl)c(Cl)c3)cc2N1	i	-0.34	i
CCN1CCN(c2ccc(S(=O)(=O)N3CCCCC3)cc2NC(=O)Cc2ccc(OC)cc2)CC1	i	-1.6	i
COc1ccc(CCC(=O)NCc2cccc(C(F)(F)F)c2)cc1	i	1.8	i
O=C(NCCN1CCOCC1)C(=O)NCc1ccc2c(c1)OCO2	i	1.3	i
CCC(C(=O)O)N1C(=O)/C(=C/C(C)=C/c2ccccc2)SC1=S (stereo unspecified)	i	0.93	i
